# Screens deposited in PubChem BioAssay by several laboratories.
# Rin1 Abl inh: human Rin1-Abl interaction inhibition; P00519+Q13671; TR-FRET Rin1/Abl binding, biochemical; inhibition, % at 7.35 µM; 0.4% of 360,000 active; in the data active = inhibition above about 5%, passing the limit was not always enough
# PABP1 MLLE inh: blocks PAM2 peptide binding to the PABP1 MLLE domain | AID 588489 | P11940 | 0.36% of 360,000 active | inhibition, % at 20 µM | GST-MLLE / FITC-PAM2 fluorescence polarization; in the data active = inhibition above about 35%, passing the limit was not always enough;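 also: plate controls were DMSO wells with GST-MLLE for no effect and wells lacking GST-MLLE protein for full effect; some results filed as inactive read as strong as hits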
# Target sequence (P11940 whole entry, looked up, the tested form may be a part): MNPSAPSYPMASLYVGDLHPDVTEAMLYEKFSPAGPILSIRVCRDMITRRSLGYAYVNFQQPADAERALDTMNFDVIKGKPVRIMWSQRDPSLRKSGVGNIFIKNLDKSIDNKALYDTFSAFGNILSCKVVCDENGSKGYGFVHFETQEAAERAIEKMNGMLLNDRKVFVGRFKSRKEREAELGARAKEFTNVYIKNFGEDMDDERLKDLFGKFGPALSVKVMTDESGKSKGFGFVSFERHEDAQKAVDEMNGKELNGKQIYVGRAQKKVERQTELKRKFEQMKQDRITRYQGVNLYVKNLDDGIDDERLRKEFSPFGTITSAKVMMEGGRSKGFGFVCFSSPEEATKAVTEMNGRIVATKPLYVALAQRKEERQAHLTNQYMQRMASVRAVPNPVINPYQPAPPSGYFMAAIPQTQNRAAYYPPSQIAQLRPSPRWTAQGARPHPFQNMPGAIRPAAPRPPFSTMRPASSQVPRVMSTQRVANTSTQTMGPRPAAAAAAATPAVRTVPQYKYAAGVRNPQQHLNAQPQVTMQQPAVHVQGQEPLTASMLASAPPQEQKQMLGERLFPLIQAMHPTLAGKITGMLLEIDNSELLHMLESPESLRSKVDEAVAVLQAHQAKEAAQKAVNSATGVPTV
# Neddyl block: inhibitors of human cullin neddylation; P61081+Q13564; 0.58% of 360,000 active; calls only at 25 µM; AID 651699; TR-FRET cullin neddylation, biochemical; in the data active = inhibition above about 36%
# NadD inh: inhibitors of Staphylococcus aureus NadD | purified NadD enzyme, colorimetric absorbance read-out | inhibition, % at 20 µM | 0.78% of 360,000 active | AID 602399; in the data active = inhibition above about 26%; also: some compounds past the cut are filed as inactive
# Rpn11 block: Rpn11 (human) deubiquitinase inhibition | O00487 | human 26S proteasome, Ub4-pepOG fluorescence polarization; 20S core pre-blocked with epoxomicin | calls only at 20 µM | 0.59% of 360,000 active | AID 588493;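 active = inhibition at 20 µM, scaled to each plate's controls, above about 33%, limit read from the data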
# Target sequence (O00487 whole entry, looked up): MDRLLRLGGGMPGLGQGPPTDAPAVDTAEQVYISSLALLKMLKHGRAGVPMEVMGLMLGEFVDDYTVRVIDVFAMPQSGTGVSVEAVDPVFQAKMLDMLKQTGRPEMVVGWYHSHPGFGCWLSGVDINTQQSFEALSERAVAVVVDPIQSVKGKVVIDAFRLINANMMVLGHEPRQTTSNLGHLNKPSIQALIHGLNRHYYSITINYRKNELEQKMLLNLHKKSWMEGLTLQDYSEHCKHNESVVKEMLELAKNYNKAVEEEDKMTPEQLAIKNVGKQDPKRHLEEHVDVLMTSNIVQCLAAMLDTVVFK
# SKN-1 block: blocks SKN-1 activity in C. elegans. AID 624304. inhibition, % at 21.8 µM. C. elegans VP596 Pgst-4::GFP/RFP ratio, acrylamide-induced, 24 h. 0.49% of 360,000 active;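 active = interference check ratio from 0.5 to 1.5 plus GFP to RFP signal ratio inhibition reaching or exceeding a fixed threshold, cut at about 30% in these data, passing the limit was not always enough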; also: some compounds called inactive have numbers as strong as hits
# FAS-TE inh: FAS thioesterase (human) inhibition; P49327; recombinant FAS-TE, OMFH fluorogenic substrate, fluorescence endpoint; inhibition, % at 15 µM; 0.67% of 360,000 active;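 active = compounds whose normalised, plate-corrected inhibition of enzyme fluorescence in the single-dose primary screen is 50% or more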;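 also: 0% = DMSO with enzyme and 100% = substrate without enzyme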
# CSN inh: inhibitors of human CSN-mediated cullin deneddylation. Purified CSN, SCF-Nedd8-OG deneddylation, fluorescence polarization. inhibition, % at 12.5 µM. 0.38% of 360,000 active. AID 651999;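 active = pattern-corrected inhibition above about 35%, with an unprinted fluorescence ratio check between 0.5 and 1.5, limit read from the data, passing the limit was not always enough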;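 also: 0% = enzyme with substrate and 100% = substrate without enzyme; some results filed as inactive read as strong as hits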
#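 Test system: purified human Csn5 enzyme expressed in HEK293T cells. Amount: 0.24 nM enzyme. Reagent: SCFSkp2-Nedd8OG substrate at 10 nM final. Schedule: 90 min incubation of compound, enzyme and substrate at room temperature. Detection: fluorescence polarization. Read-out: % inhibition of substrate cleavage by Csn5.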
# MT1-MMP act inh: MT1-MMP (human) activation inhibition; HT1080 RFP-PRO-GFP cells, GFP/RFP ratio fluorescence, overnight; percent of plate control window, DMSO zero; GFP/RFP ratio change, % at 20 µM; 0.061% of 360,000 active; AID 651647;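 active = GFP/RFP ratio change of at least 30% with cell ATP level not reduced by more than half and red fluorescence within 50% of control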; also: strong numbers were not always called active
#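 system = RFP-PRO-GFP reporter HT1080 cells | dosing = 20 µM single dose, 1% DMSO | timing = overnight cell settling, then overnight compound exposure, 37 °C, 5% CO2 | read-out basis = GFP/RFP fluorescence ratio | controls = DMSO and RFP-L50D-GFP cell wells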
# * hit, by the source's call; i = inactive; . = not tested or not shown; + = active, no number.
SMILES,Rin1 Abl inh,PABP1 MLLE inh,Neddyl block,NadD inh,Rpn11 block,SKN-1 block,FAS-TE inh,CSN inh,MT1-MMP act inh
COc1ccc(C(=O)Nc2ccc(S(=O)(=O)N3CCOCC3)cc2)cc1,-4,4,i,-10,i,3,-2,3,2
COc1cc(NS(C)(=O)=O)c(OC)cc1NC(=O)c1cccc(F)c1,4,-4,i,-1,i,5,-3,1,7
N/C(=N/OC(=O)c1cccc([N+](=O)[O-])c1)c1cccc([N+](=O)[O-])c1,-3,19,i,2,i,20,17,-3,.
CC1(C)OC(=O)C2=C(C[C@@H](C3CCCCC3)O[C@H]2c2ccc(F)cc2)O1,10,-9,i,-5,i,7,20,1,3
C=C(C)CSc1nnc2[nH]c(=O)cc(N)n12,-1,4,i,2,i,-4,-8,-1,-9
COc1cccc(OCc2cc(C(=O)N(C)CCC3CCCCO3)no2)c1 (stereo unspecified),4,-12,i,-5,i,2,2,-3,3
COc1cc(C(=O)N2C(=O)CCC2=O)cc(OC)c1OC,-2,-18,i,-2,i,16,-4,-3,-4
COc1ccc(-c2noc(CCCCC(=O)N3CCN(c4cc(C)ccc4C)CC3)n2)cc1,-1,0,i,10,i,-4,26,-4,7
CCOC(=O)c1ccccc1NC(=O)CSc1cccc[n+]1[O-],1,-1,i,5,i,-8,-4,-1,6
COc1ccc(OCc2nnc(NC(=O)Nc3ccccc3F)s2)cc1,-2,17,i,-6,i,-4,-2,-2,3
O=C(CN1C(=O)NC2(CCc3ccccc32)C1=O)c1ccc2c(c1)OCCO2 (stereo unspecified),0,-11,i,-4,i,-18,1,3,-2
C=CCOC(=O)C1=C(C)NC(=O)NC1c1ccc(OC(=O)c2ccco2)c(OC)c1 (stereo unspecified),-4,0,i,-12,i,14,-3,2,1
COC(=O)C1=C(N)OC2=C(C(=O)CCC2)C1c1ccccc1OC (stereo unspecified),-3,3,i,-4,i,-9,-5,3,0
CCC(=O)Nc1ccc(C(=O)OCc2ccccc2)cc1,7,-5,i,-11,i,4,1,4,5
N#CCCn1cc(C(=O)Nc2ccc([N+](=O)[O-])cc2)c(-c2cccs2)n1,-1,-8,i,3,i,13,27,3,2
CCOC(=O)Cc1csc(NC(=O)CCN2C(=O)c3cccc([N+](=O)[O-])c3C2=O)n1,2,8,i,6,i,0,3,2,4
Cn1c(SCC(=O)N2CCOCC2)nc2sc3c(c2c1=O)CCCC3,-3,4,i,-1,i,0,-3,3,6
c1ccc(CN(CCN2CCOCC2)Cc2ccccc2)cc1,2,-2,i,0,i,0,-6,5,3
O=C(Nc1ccc(NS(=O)(=O)c2ccccc2)cc1)c1ccccc1,-2,-1,i,-2,i,-1,2,1,3
O=C(N/N=C/c1ccc[nH]1)c1cc(-c2cccs2)nc2ccccc12,1,-9,i,0,i,-10,6,-1,-3
CCCCOc1ccc(NC(=O)CN2CCN(CC)CC2)cc1,3,-1,i,-5,i,9,0,1,2
Cc1cc([N+](=O)[O-])cc(C)c1OCC(=O)N/N=C/c1ccc(OC(=O)c2ccccc2Br)cc1,0,4,i,10,i,7,6,3,-1
O=C(Nc1cccc(Cl)c1N1CCOCC1)c1ccco1,3,-10,i,-11,i,13,5,4,-4
CNC(=O)NC(=O)C(C)OC(=O)c1cc2c(s1)CCCCC2 (stereo unspecified),-2,3,i,-2,i,7,-4,2,-5
NC(=O)C1=C[C@@H](c2ccc(C(F)(F)F)cc2)C[C@@H](OCc2ccc(CO)cc2)O1,7,1,i,-3,i,0,-1,93,-1
CC(C)N1CCC(N2CCN(C/C=C/c3ccc(F)cc3)CC2CCO)CC1 (stereo unspecified),0,2,i,4,i,8,-3,-2,7
CSCCC(NC(=O)c1ccccc1)C(=O)N1CCN(C(=O)c2ccccc2)CC1 (stereo unspecified),0,4,i,-1,i,4,-10,-2,1
COc1cc(/C=C/C(=O)N(C)CC(=O)Nc2ccccc2SC)cc(OC)c1OC,-4,-6,+,0,i,9,-3,-3,2
CCCn1c(/N=C/c2ccccc2O)nc2ccccc21,-2,0,i,-7,i,-31,-3,-7,-4
CCOC(=O)N1CCN(C(=O)CN(Cc2ccccc2)S(C)(=O)=O)CC1,-5,-4,i,-2,i,6,-8,-1,-4
O=C(COc1ccccc1)Nc1c2c(nn1-c1ccc(F)cc1)CS(=O)(=O)C2,3,1,i,-1,i,-11,-4,0,-1
CC(=O)c1ccc(NC(=O)CNC2CCCCC2)cc1,-3,-14,i,-1,i,0,-5,1,3
CCOc1ccc(/C=C/C(=O)N(CC)CC(=O)Nc2ccc3c(c2)OCCO3)cc1OC,-2,0,i,-6,i,20,-7,-2,1
S=C(NCc1cccs1)Nc1ccccc1,-1,-31,i,-2,i,-2,-3,-14,5
O=C(NCc1ccc(Cl)cc1)c1cc(=O)[nH]c2ccc(S(=O)(=O)N3CCOCC3)cc12,-3,1,i,7,i,4,-2,4,5
O=C(NC1CCCCC1)NC1CCN(CC(=O)N2CCOCC2)CC1,0,-7,i,-4,i,-20,-10,4,6
Cc1ccc(-n2c(C)cc(/C([O-])=C(/C(=S)Nc3ccc(F)c(Cl)c3)[n+]3ccccc3)c2C)cc1,-1,-38,i,27,i,19,2,8,-7
COc1ccc(OC)c(CN2CCC(C(=O)N(C)CCc3ccc(OC)c(OC)c3)CC2)c1,2,-3,i,-7,i,-12,-10,15,-3
Cc1ccc(/C=C/C2=NN(Cc3ccccc3Cl)C(=O)CC2)cc1,-3,-3,i,-9,i,-27,28,-1,3
CCN(CC)C(=O)[C@H]1CC(CC(=O)NCCC2=CCCCC2)C(=O)N2CCc3c([nH]c4ccccc34)[C@]12C (stereo partly specified),0,-4,i,-6,i,14,3,5,-7
Cc1cc(C)nc(NC(=O)c2ccc(C)o2)n1,-1,5,i,-9,i,-14,-9,3,2
O=c1c2c3c(sc2nc2n1CCCC2)CCCCC3,0,2,i,7,i,19,0,2,2
Cc1nc(NC(=O)C(C)(C)C)sc1C(=O)Cn1cc(CCCC#N)nn1,.,.,i,-2,.,1,-7,3,2
C=CCn1ccc(=NC=C(C#N)C#N)c2ccccc21,-7,-61,i,0,i,1,3,-1,-8
CC(C)C(=O)N(c1ccc2oc(=O)sc2c1)S(=O)(=O)c1ccccc1,-2,20,i,-8,i,3,-4,-4,8
Cc1cc(C)nc(NC(=O)CCCC(=O)O)c1,1,-4,i,-3,i,9,-7,0,4
COc1ccc(NC(=O)C2CCN(S(=O)(=O)c3cccs3)CC2)cc1OC,6,-37,i,-1,i,-17,-4,-3,1
O=S(=O)(Nc1ccc2c(c1)OCCO2)c1cccc2nsnc12,-5,-11,i,-7,i,-8,-5,9,9
O=C(CSc1nc(O)c(C2CCCCC2)c(=O)[nH]1)Nc1ccc(Cl)cc1,0,7,i,1,i,-3,-1,3,2
Cc1ccc(C(=O)NCC(=O)OCC(=O)NC(C)C2CC3CCC2C3)cc1 (stereo unspecified),2,-51,i,-5,i,-5,-5,6,.
# (listing goes on)
SMILES,Rin1 Abl inh,PABP1 MLLE inh,Neddyl block,NadD inh,Rpn11 block,SKN-1 block,FAS-TE inh,CSN inh,MT1-MMP act inh
O=c1[nH]snc1N1CCOCC1,3,5,i,-4,i,3,-3,1,2
CSc1ccccc1NC(=O)CN(C)C(=O)COc1cccc2cccnc12,-2,10,i,-2,i,-3,0,1,-8
COc1ccc(-n2ccn(CC(=O)Nc3ccc(OC)cc3OC)c(=O)c2=O)cc1,-1,-2,i,5,i,8,-6,3,-1
Cc1ccccc1-n1nc2c(c1NC(=O)c1cc3ccccc3oc1=O)CS(=O)C2 (stereo unspecified),-2,4,i,1,i,31,-6,3,-12
CCCCCCCN1CCC(=O)N([C@H](CO)Cc2ccccc2)CC1,-1,-14,i,-6,i,13,1,-3,2
Cc1ccccc1OCCSc1nc(N(C)C)nc(N(C)C)n1,-1,4,i,8,i,5,32,-6,-1
CN(CC(=O)Nc1ccc2c(c1)OCO2)S(=O)(=O)c1ccc2c(c1)CCC(=O)N2,-7,-9,i,1,i,-6,-4,-1,12
CCC1(C)Cc2c(sc3nc(SC)nc(NCCN(C)C)c23)CO1 (stereo unspecified),1,2,i,-6,i,-12,-3,4,8
N#Cc1sc2nc(C3CC3)cc(-c3ccc(Cl)cc3)c2c1N,-2,1,.,3,i,8,29,1,-5
Nc1cccnc1Sc1ccccc1,-1,-2,i,-5,i,6,-7,108,1
Cc1nc2ccccc2nc1-c1ccc([N+](=O)[O-])cc1,-1,18,i,-1,i,13,2,0,2
Cc1cccn2c(=O)c(C=Nc3ccc(Cl)cc3)c(NCCO)nc12,-1,16,i,-2,i,-12,-5,0,-3
O=[N+]([O-])c1ccc(S(=O)(=O)NN=Cc2ccc(Cl)c(Cl)c2)cc1,-3,-34,i,-1,i,-9,81*,2,2
C=C1C(C(=O)N2CCN(C)CC2)C1C(=O)N1CCN(C)CC1 (stereo unspecified),1,14,i,10,i,3,-5,-1,7
O=C(N/N=C/c1ccco1)c1cc(-c2ccc(Cl)s2)[nH]n1,0,3,i,12,i,-4,-3,3,4
Cc1csc(NC(=O)c2oc3ccccc3c2C)n1,-3,-5,i,2,i,6,0,-7,-4
CCC(=O)N1c2ccc(S(=O)(=O)CCC(=O)NCCC3=CCCCC3)cc2CC1C (stereo unspecified),-2,-12,i,-3,i,19,-2,1,0
CCC1(C(=O)c2ccccc2)C(c2ccc([N+](=O)[O-])cc2)C1(C(=O)OC)C(=O)OC (stereo unspecified),2,1,i,-6,i,0,-1,-9,3
Cc1ccccc1OCC(O)CN1CCN(C)CC1 (stereo unspecified),-1,12,i,4,i,2,-10,-7,-3
CC(C)C[C@@H](CO)N1CCN(C)CCC1=O,1,-3,i,0,i,2,-11,9,1
CCCN(CCC)CCCNC(=O)c1cn(-c2ccc(OC)cc2)c(=O)c2ccccc12,-1,1,i,-3,i,16,-4,1,-3
COc1ccc(NS(=O)(=O)c2cccc3ccccc23)cc1,-1,-8,i,-10,i,-1,14,1,1
CCN1C(=O)CS/C1=N\S(=O)(=O)c1ccccc1,-3,-5,i,-1,i,-2,-3,2,-15
O=c1c(-c2ccccc2)c(O)c2cccc3c2n1CCC3,2,12,+,-1,i,-3,-4,3,5
O=S(=O)(c1ccccc1)N1CCN(CCc2ccccc2)CC1,1,10,i,-7,i,-14,2,-1,4
COc1cc(S(=O)(=O)N2CCOCC2)cc(C(=O)OCC(=O)NCc2ccco2)c1OC,0,2,i,-7,i,19,-7,-1,-3

# Part of the list above, reformatted.
SMILES: Cc1nc2ccccc2nc1-c1ccc([N+](=O)[O-])cc1
  Rin1 Abl inh: -1
  PABP1 MLLE inh: 18
  Neddyl block: i
  NadD inh: -1
  Rpn11 block: i
  SKN-1 block: 13
  FAS-TE inh: 2
  CSN inh: 0
  MT1-MMP act inh: 2

SMILES: CCCCOc1ccc(NC(=O)CN2CCN(CC)CC2)cc1
  Rin1 Abl inh: 3
  PABP1 MLLE inh: -1
  Neddyl block: i
  NadD inh: -5
  Rpn11 block: i
  SKN-1 block: 9
  FAS-TE inh: 0
  CSN inh: 1
  MT1-MMP act inh: 2

SMILES: Cc1cc(C)nc(NC(=O)CCCC(=O)O)c1
  Rin1 Abl inh: 1
  PABP1 MLLE inh: -4
  Neddyl block: i
  NadD inh: -3
  Rpn11 block: i
  SKN-1 block: 9
  FAS-TE inh: -7
  CSN inh: 0
  MT1-MMP act inh: 4

SMILES: Cc1cccn2c(=O)c(C=Nc3ccc(Cl)cc3)c(NCCO)nc12
  Rin1 Abl inh: -1
  PABP1 MLLE inh: 16
  Neddyl block: i
  NadD inh: -2
  Rpn11 block: i
  SKN-1 block: -12
  FAS-TE inh: -5
  CSN inh: 0
  MT1-MMP act inh: -3
